# Screening data (PubChem BioAssay)
# A549 tox – Nrf2 qHTS screen for inhibitors: counterscreen for cytotoxicity. A549 ARE-Fluc cells, CellTiter-Fluor viability, 18-24 h. Potency, µM (series often up to 46 µM), for inactives: at the highest dose activity change, negative = cytotoxicity, hits mostly inhibitors. hit rate 0.16% among 390,000. AID 504648, 2011; also: potency is read from the fitted curve at half-maximal effect; % is scaled to controls: 0 for no effect and ±100 for the full control effect
#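 A549 ARE_Fluc cells in 5% FBS OPTI-MEM were exposed to compounds in concentration-response for 18-24 h at 37 deg C. Viability was read by CellTiter-Fluor fluorescence (Ex 405/Em 525) after 30 min, before the luciferase read.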
# HepG2 viability – qHTS for Inhibitors of TGF-b: Cytotox Counterscreen; HepG2 CAGA-GFP viability, ATP luminescence, 18 h; Potency, µM (top dose mostly 46.1 µM), inactives show at the top dose activity change, negative = cytotoxicity, usual class: cytotoxic; hit rate 0.76% among 410,000; also: potency is read from the fitted curve at half-maximal effect; some results filed as inactive show a strong effect at the top dose
#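 HepG2 CAGA-GFP cells (1000/well, DMEM with 1% FBS) received compound, then TGF-beta at 500 pg/mL final, and were incubated 18 hours at 37 degrees C. Viability was read by CellTiter-Glo luminescence. Media-only wells were set as complete cell-killing and DMSO as no toxicity.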
# TGFb inhibitor – qHTS for Inhibitors of TGF-b. hit rate 1.2% among 410,000. AID 588855, 2011. HepG2 CAGA-GFP TGF-b/SMAD3 reporter, GFP fluorescence, 18 h; TGF-beta stimulated, 500 pg/mL final. Potency, µM (top dose mostly 46.1 µM), for the others: top-dose activity, negative = inhibition, hits mostly inhibitors; also: potency is read from the fitted curve at half-maximal effect; % is scaled to controls: 0 for no effect and ±100 for the full control effect; nearly all actives have a fitted effect of over 65% in size
#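 Smad-responsive CAGA-GFP expression was quantified in HEPG2 cells exposed to compounds and 500 pg/mL final TGF-beta for 18 h at 37 degrees C; unstimulated wells defined full inhibition.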
# Nrf2 ARE act – qHTS of Nrf2 Activators; Potency, µM (top dose mostly 46.1 µM), for inactives: at the top dose activation, usual class: activators; hit rate 0.31% among 410,000; AREc32 ARE-luciferase reporter (MCF7-derived line), luminescence, 24 h; AID 624171, 2012; also: potency is read from the fitted curve at half-maximal effect; % of control where 0% means no effect; nearly all actives have a fitted effect of over 65% in size
#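 Luminescent ARE reporter assay in AREc32_Fluc cells: overnight plating at 37 deg C, 24 hr compound incubation, Steady-Glo added, 30 min RT before reading.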
# S2 tox – Viability Counterscreen for Primary qHTS for Inhibitors of ATXN expression. S2 cells (HEK-293 line with an ATXN2-luciferase reporter) viability, CellTiter-Fluor protease fluorescence, 24 h. Potency, µM (titrated, usually from 56.7 µM), most hits filed as cytotoxic. hit rate 0.49% among 400,000. AID 651635, 2014; also: potency is read from the fitted curve at half-maximal effect; nearly all actives have a fitted effect of over 40% in size
# EPAC2 agonist – qHTS for Agonist of cAMP-regulated guanine nucleotide exchange factor 4 (EPAC2): primary screen; Rap guanine nucleotide exchange factor 4 (Homo sapiens), Q8WZA2; EPAC2 activation, biochemical qHTS; response scale: 100% = 6.5 mM cAMP response; Potency, µM (highest dose often 154 µM), for inactives: at the top dose activation, hits mostly activators; hit rate 0.079% among 360,000; AID 720711, 2013; also: potency is read from the fitted curve at half-maximal effect; nearly all actives have a fitted effect of over 50% in size
# Target sequence (Q8WZA2 whole entry, looked up): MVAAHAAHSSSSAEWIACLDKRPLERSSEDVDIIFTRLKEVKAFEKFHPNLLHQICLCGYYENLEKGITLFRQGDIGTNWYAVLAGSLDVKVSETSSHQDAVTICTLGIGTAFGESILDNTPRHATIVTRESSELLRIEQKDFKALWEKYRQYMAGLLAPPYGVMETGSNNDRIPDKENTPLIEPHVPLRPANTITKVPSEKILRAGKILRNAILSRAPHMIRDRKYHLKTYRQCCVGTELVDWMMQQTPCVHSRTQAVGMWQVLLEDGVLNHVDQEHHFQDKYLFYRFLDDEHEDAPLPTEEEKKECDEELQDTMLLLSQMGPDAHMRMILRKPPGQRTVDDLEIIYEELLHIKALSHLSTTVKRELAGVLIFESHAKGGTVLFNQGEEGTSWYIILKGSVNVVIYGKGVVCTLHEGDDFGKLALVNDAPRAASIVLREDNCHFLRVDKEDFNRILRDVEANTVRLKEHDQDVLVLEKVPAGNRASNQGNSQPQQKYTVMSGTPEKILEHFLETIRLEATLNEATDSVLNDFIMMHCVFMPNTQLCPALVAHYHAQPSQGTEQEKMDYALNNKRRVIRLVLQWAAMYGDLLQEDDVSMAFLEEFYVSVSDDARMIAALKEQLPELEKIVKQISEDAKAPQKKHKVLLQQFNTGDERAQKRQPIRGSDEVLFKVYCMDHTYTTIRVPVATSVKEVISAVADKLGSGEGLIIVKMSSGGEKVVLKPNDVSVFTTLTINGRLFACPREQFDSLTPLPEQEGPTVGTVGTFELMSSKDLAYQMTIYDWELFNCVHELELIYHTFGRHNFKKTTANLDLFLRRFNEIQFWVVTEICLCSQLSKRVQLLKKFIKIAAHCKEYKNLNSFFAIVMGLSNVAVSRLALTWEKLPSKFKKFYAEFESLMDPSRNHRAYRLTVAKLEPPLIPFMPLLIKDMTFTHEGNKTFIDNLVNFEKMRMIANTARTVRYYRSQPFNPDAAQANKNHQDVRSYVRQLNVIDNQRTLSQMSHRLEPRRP
#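 In this primary screen, activation is scored as increased exchange of BODIPY-GDP from Rap1B by 100 nM EPAC2, with 50 uM GDP as competitor. Signal is normalized to the 6.5 mM cAMP agonist control.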
# IL-2 act – qHTS of IL-2 Activators; activation, % (series mostly up to about 46 µM); hit rate 0.065% among 360,000; IL-2 activation reporter assay, cell-based qHTS; stimulated with anti-CD3/CD4/CD28 beads; in transgenic mouse T cells; in the data active = activation above about 50%; inconclusive = mostly about 30% to 49%; also: 0% is about no effect
#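 EGFP and DsRed fluorescence is measured by plate cytometry in unstimulated transgenic mouse T cells exposed to compound for 60 minutes, then stimulated 18 hours at 37 degrees C with anti-CD3/anti-CD4 beads plus anti-CD28.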
# Nrf2 block – Nrf2 qHTS screen for inhibitors | A549 ARE-Fluc reporter, luciferase luminescence, 18-24 h | Potency, µM (top dose mostly 46 µM), inactives show at the top dose activity change, negative = inhibition, most hits filed as inhibitors | hit rate 2.1% among 360,000 | AID 504444, 2011; also: potency is read from the fitted curve at half-maximal effect; % is scaled to controls: 0 for no effect and ±100 for the full control effect; nearly all actives have a fitted effect of over 60% in size
#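 Reporter: ARE-Fluc in A549. Exposure: 18-24 h, 37 °C, 5% CO2, 5% FBS OPTI-MEM. Readouts: fluorescent cytotoxicity (CellTiter-Fluor), then luminescent Nrf2 signal after BugLite.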
# ATXN2 expr inh – Primary qHTS for Inhibitors of ATXN expression | HEK-293 ATXN2-luciferase reporter, luminescence, 24 h | Potency, µM (top dose mostly 57 µM), for the others: top-dose activity change, negative = inhibition, usual class: inhibitors | hit rate 0.72% among 360,000 | AID 1745845, 2022; also: potency is read from the fitted curve at half-maximal effect; % is scaled to controls: 0 for no effect and ±100 for the full control effect; nearly all actives have a fitted effect of over 55% in size
#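 qHTS (up to 57 uM final) was run with 24 h compound exposure of reporter cells at 37 °C. Each well was multiplexed: SteadyGlo luminescence measured ATXN2-luciferase expression after a fluorogenic Gly-Phe-AFC viability readout (25 uM final).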
# * = called active by the depositor; i = inactive; ? = inconclusive; / = no result given; & = joins results of further samples; [ ] = dose if it differs, or a comment. Unless noted, calls follow the shape of the dose curve; as a rule, active = well fitted curve in the direction sought with a large enough effect; inconclusive = small, poorly fitted or top-dose-only effect, or another doubt; inactive = no such curve, though single readings can be large; an effect the other way counts as inactive or inconclusive.
SMILES,A549 tox,HepG2 viability,TGFb inhibitor,Nrf2 ARE act,S2 tox,EPAC2 agonist,IL-2 act,Nrf2 block,ATXN2 expr inh
O=C(C1CC1)N(CCN(Cc1ccccc1)C(=O)C1CC1)Cc1ccccc1,-2.4%,10.1%,5.8%,0.3%,i,0.6%,-0.5,16.6%,-1.1%
C[C@H](CO)N1C[C@H](C)[C@@H](CN(C)S(C)(=O)=O)Oc2ccc(NC(=O)C3CCCCC3)cc2C1=O,-1.7%,-0.9%,?,2.1%,i,-6.5%,-0.5,-10.9%,6.9%
COc1ccc2[nH]c3c(c2c1)CCN1C(=O)N([C@@H](C)C(=O)NCc2ccccc2)C(=O)[C@]31C,2.1%,-12.7%,-12.7%,2.6%,i,0.4%,-0.6,8.2%,-6.6%
Fc1ccc(F)c(CN2CCN(c3ncccn3)CC2)c1,10.2%,0.5%,-5.6%,-0.5%,i,7.5%,-0.3,-19.7%,5.2%
Cc1ccccc1Nc1nc(CSc2nnnn2-c2ccccc2)cs1,-2.9%,9.9%,8.6%,8.8%,i,?,1.3,4.5%,1.9%
CCN(CC)Cc1c(C)[nH]c2ccc(NC(C)=O)cc2c1=O,/,-10.3%,0.3%,-0.8%,i,4.5%,-2.2,/,/
CC(=O)c1ccc(Oc2ncnc3sccc23)c(CN2CCOCC2)c1,-5.5%,-2.5%,-3.1%,-0.1%,i,2.8%,-0.8,-28.8%,-1.9%
CCO[C@@H]1OC(C(=O)N2CCOCC2)=C[C@H](C2CCCCC2)[C@H]1CCCO,-3.5%,15.2%,22.1%,1.8%,i,3.3%,-2.0,-8.0%,6.5%
CCn1c(C)c(C2=CCN(S(=O)(=O)c3ccc(C)cc3)CC2)c2ccccc21,-0.1%,-8.9%,0.0%,-0.4%,i,17.2%,0.0,?,-15.6%
Cc1ccc(S(=O)(=O)N(C)CC(=O)N2CCN(c3ccccn3)CC2)cc1,-1.4%,-15.1%,?,0.5%,i,-0.6%,-3.1,-4.7%,-4.3%
Cc1cc(Br)cc(C)c1NC(=S)NC(=O)CC(C)C,-8.0%,-20.6%,-1.7%,-0.7%,?,-6.4%,2.9,-8.8%,-3.7%
Clc1ccc(-c2nc3c4cnn(-c5ccccc5Br)c4ncn3n2)c(Cl)c1,-0.3%,-1.4%,/,4.1%,/,/,/,5.3%,/
CC(C)COc1ccc(C(=O)OCCN2CCCCC2)cc1,-7.4%,-2.2%,-1.0%,1.4%,i,4.7%,-0.6,5.1%,11.5%
Cc1ccc(C(=O)NCCc2c[nH]c3ccccc23)s1,-0.4%,-29.4%,-7.0%,3.0%,i,4.0%,-0.9,?,40.3%[activator]
Cc1ccccc1NC(=O)CCC(=O)N/N=C/c1c[nH]c2ccccc12,5.4%,6.0%,14.6%,6.7%,i,-6.1%,-3.1,?,-7.1%[11.3 µM]
CC(Oc1ccc(Cl)cc1Cl)C(=O)NN=C1CCN(C)CC1 (stereo not given),-0.2%,-6.4%,-5.2%,0.3%,i,3.3%,0.1,-3.7%,-1.6%
CCCCCCC(=O)Nc1ccc(C(=O)N2CCCC2)cc1,3.3%,0.0%,-10.3%,-0.4%,i,5.5%,-2.6,-22.6%,6.2%
COc1cccc(/C=C(/C(=O)OCC(=O)NC2CCCCCCC2)c2ccccc2)c1,?,-9.4%,?,0.1%,i,8.8%,-0.5,?,-21.7%
COc1ccccc1CN1CCC(n2nccc2NC(=O)CCCc2ccccc2)CC1,-2.0%,-26.6%,-29.4%,-0.4%,i,8.1%,-2.9,-3.5%,-21.7%
Cc1ccc(C(=O)N/C(=C/c2ccco2)C(=O)NC2CCS(=O)(=O)C2)cc1 (stereo not given),-0.5%,-3.9%,3.0%,1.6%,i,5.2%,1.7,4.2%,5.9%
C=CCOc1ccc(-c2nc3c(c(=O)[nH]c(=O)n3CCCC)n2C)cc1OC,10.3%,-4.9%,5.5%,2.7%,i,1.3%,0.8,7.3%,-20.4%
C=CCN1C(=O)/C(=C/c2ccccc2)S/C1=N/c1nccs1,-4.4%,-1.2%,-0.4%,0.3%,i,-1.7%,-1.4,-15.2%,-31.2%
O=C(O)C1C2C=CC3(CN(c4cccc(C(F)(F)F)c4)C(=O)C13)O2 (stereo not given),-0.9%,1.6%,-9.9%,-0.5%,i,7.1%,0.0,-3.4%,2.4%
O=C(c1ccc(C(=O)N2CCCCCC2)cc1)N1CCCCCC1,1.3%,3.8%,?,0.6%,i,3.6%,1.0,6.5%,-5.3%
N#Cc1nc(N2CCOCC2)nc(N2CCOCC2)n1,-2.0%&-0.9%,-13.7%&-5.2%,-49.3%&-4.9%,0.3%,i,2.9%,-0.2,-7.4%&-24.5%,-23.5%
CCC1Oc2ccc(C)cc2N(CC(=O)NCC2COc3ccccc3O2)C1=O (stereo not given),-8.2%,-13.8%,-6.8%,-0.1%,i,6.1%,-2.7,-2.8%,-12.9%
O=c1oc2ccc(Cl)cc2cc1-c1ccccc1,-21.8%,1.3%,6.3%,3.9%,i,0.3%,0.6,?,5.2%
COc1ccccc1-n1c(SCC(=O)N2CCOCC2)nc(O)cc1=O,-0.1%,0.7%,-4.8%,0.0%,i,-2.2%,5.0,2.0%,8.2%
COc1ccccc1CNC(=O)CN(C)S(=O)(=O)c1ccc(Br)s1,1.7%,3.4%,7.9%,-0.4%,i,1.9%,-0.9,5.8%,-8.5%
COc1ccc2oc(=O)cc(C)c2c1,-9.0%,6.7%,5.5%,-0.8%,i,0.3%,-1.5,-7.8%,8.0%
CCCNC(=O)C1(C)CCCN(Cc2csc3ccccc23)C1 (stereo not given),/,-26.1%,-22.6%,-1.2%,i,-0.2%,0.0,/,-26.6%
CC(C)NC(=O)c1ccc(OC2CSC2)cc1,-1.2%,-8.7%,0.8%,0.1%,i,5.5%,-0.3,-1.4%,5.0%
NNC(=O)CCc1c[nH]c2ccccc12,6.5%,-13.7%,3.4%,-0.5%,i,-0.1%,2.4,7.2%,7.5%
CCN1C(=O)CC(N2CCN(c3ccc(C(=O)c4ccncc4)cc3)CC2)C1=O (stereo not given),-1.5%,-6.8%,-6.8%,-0.9%,?,6.8%,0.2,-12.9%,0.0%
O=C(Nc1nnc(-c2ccccc2)o1)C1CCCCC1,-6.2%,-2.1%,-2.0%,-0.7%,i,6.3%,0.1,12.9%,7.1%
COc1ccc(CN(C)CCc2ccccn2)c(OC)c1OC,16.7%,8.1%,0.0%,-0.4%,i,8.2%,-3.0,6.4%,-14.2%
Cc1nc2ccc(C(=O)O)cc2[nH]1,-6.0%,1.4%,1.2%,2.0%,i,-1.5%,2.4,-7.6%,-7.6%
CCOC(=O)C/C(C)=N/NC(=O)Nc1ccccc1,-2.0%,-12.8%,0.0%,7.9%,i,-12.9%,-0.4,-8.8%,-6.4%
CCCOc1ccc(C(=O)N2CCCc3ccccc32)cc1,-17.4%,-30.4%,?,0.3%,/,7.7%,-1.1,?,/
N#Cc1cncc(C#Cc2ccccc2)c1,0.8%,2.4%,0.0%,?,i,14.1%,-0.1,2.0%,33.0%
Cc1ccc(-c2nn(CCC(=O)Nc3cccnc3)c(=O)c3ccccc23)cc1,2.0%,17.1%,-2.7%,0.2%,i,3.7%,-3.0,-12.5%,-18.4%
CCN(CC)c1nc(-c2nn[nH]n2)nc(N(CC)CC)n1,-4.4%,-16.8%,0.0%,0.4%,i,6.0%,-0.3,1.1%,-0.6%
CCOc1ccccc1-n1c(SCC(=O)N2CCCc3ccccc32)nnc1-c1cccnc1,-3.0%,0.1%,-8.0%,-0.6%,i,-0.9%,-0.7,13.4%,-2.4%
O=C(c1nc2ccccn2c1CNCCOc1cccnc1)N1CCOCC1,-2.1%,-5.3%,-2.5%,-0.1%[9.22 µM],i,1.8%,-4.6,1.9%,3.9%
Cc1ccc(/C=C2\SC(=O)N(CCNC(=O)C3CSC4(C)CCC(=O)N34)C2=O)cc1 (stereo not given),1.8%,-29.2%,-4.7%,4.6%,?,3.9%,0.7,24.1%,3.7%
CCOC(=O)Nc1ccc2c(c1)nc(CN1CCN(C(C)=O)CC1)n2C,0.4%,-7.4%,-10.6%,-0.8%,i,9.6%,-1.5,12.5%,5.7%
CCNS(=O)(=O)c1ccc(CCC(=O)Nc2ccccc2C(=O)OC)cc1,0.6%,-1.3%,16.0%,-0.7%,i,-0.8%,-3.4,4.7%,2.8%
CC(C)C12CN3CCN(CC(C3)/C1=N\NC(=O)Nc1ccccc1)C2,0.5%,-20.6%,-7.2%,0.2%,i,-3.3%,2.0,-7.9%,-1.2%
CCSc1ncnc2sc(C)c(C)c12,-4.4%,-46.3%,2.6%,0.7%,i,-4.6%,-0.2,13.6%,9.8%
CC(=O)c1ccc(NC(=O)C(NC(=O)c2ccccc2)=C(C)C)cc1,-1.1%,-11.7%,-15.0%,-0.5%,i,6.3%,-0.2,-4.5%,-18.3%

# Compounds shown so far with a COOH group (two):
SMILES,A549 tox,HepG2 viability,TGFb inhibitor,Nrf2 ARE act,S2 tox,EPAC2 agonist,IL-2 act,Nrf2 block,ATXN2 expr inh
O=C(O)C1C2C=CC3(CN(c4cccc(C(F)(F)F)c4)C(=O)C13)O2 (stereo not given),-0.9%,1.6%,-9.9%,-0.5%,i,7.1%,0.0,-3.4%,2.4%
Cc1nc2ccc(C(=O)O)cc2[nH]1,-6.0%,1.4%,1.2%,2.0%,i,-1.5%,2.4,-7.6%,-7.6%
